GAA glycogen – qHTS Assay for Inhibitors and Activators of Human alpha-Glucosidase Cleavage of Glycogen. hit rate 0.38% among 300,000. AID 2100, 2009. Lysosomal alpha-glucosidase (Homo sapiens), P10253. recombinant GAA, glycogen substrate, Amplex Red glucose oxidase fluorescence. Potency, µM (series often up to 76.4 µM), for inactives: at the top dose activity change, negative = inhibition, most hits filed as inhibitors; active = well fitted inhibition curve with a large enough effect; inconclusive = small, poorly fitted or top-dose-only effect, or another doubt; inactive = no such curve, though single readings can be large or run the other way;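 note: 0% = full enzyme reaction and -100% = no-enzyme basal signal; the screen sought inhibitors and activators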
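Recombinant enzyme (4 nM final) with compounds titrated up to 77 uM and bovine liver glycogen (30 ug) in citrate pH 5.0, 0.01% Tween-20, 37 C 40 min. Released glucose detected by Amplex Red/glucose oxidase (Ex 573/Em 610); AC50 from Hill fits.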
An asterisk follows results filed as active; u = inconclusive; [ ] = another dose, or the depositor's remark. Potency is the fitted concentration of half-maximal effect. This is a subset, so the mix of outcomes need not match the whole.

SMILES | GAA glycogen
CCN1C(=O)[C@H]2[C@@H](c3ccccc3)N3C(=O)N(c4cccc(F)c4)C(=O)[C@@]3(CC(C)C)[C@H]2C1=O | -8%[76.3 µM]
CCCCn1c(=N)n(CCOc2ccccc2OC)c2ccccc21 | 6%[76.3 µM]
COc1ccc(OC)c(C2N=C(N)Nc3nc4ccccc4n32)c1 (stereo not given) | 13%[76.3 µM]
CCCCCOc1ccc(C(=O)CCC(=O)Nc2ccc(NC(C)=O)cc2)cc1 | 0%
CCOc1cccc(/C=N/NC(=O)C2CCCC2)c1O | -4%[76.3 µM]
C/C(=N/NS(=O)(=O)c1cc(C)ccc1C)c1ccncc1 | 2%[76.3 µM]
CCOc1ccc(S(=O)(=O)NCc2cccnc2)cc1C(C)C | -10%[76.3 µM]
O=C(NCC1CCCCC1)c1cccnc1 | -2%[76.3 µM]
C/C(=N\NC(=O)c1nnn(-c2nonc2N)c1CSc1ccccc1)c1cccnc1 | -19%[76.3 µM]
NS(=O)(=O)c1ccc2c(c1)C(=NO)c1cc(S(N)(=O)=O)ccc1-2 | 10%[76.3 µM]
COc1ccc2c(c1OC)C(=O)N1C2SC(C)(C)[C@H]1C(=O)NCC(C)C (stereo not given in full) | -1%
Cc1[nH]n(C(N)=S)c(=O)c1N=Nc1cccc([N+](=O)[O-])c1C | 0%[76.3 µM]
Cc1ccc(-c2csc(N(CCO)CCCn3c(C(F)(F)F)nc4ccccc43)n2)cc1 | -22%[76.3 µM]
Cc1ccc(-n2nc3c(c2NC(=O)c2cccs2)CS(=O)(=O)C3)cc1 | 16%[76.3 µM]
CCCCC(=O)Nc1ccc2c(c1)nc(CCNC(=O)c1ccco1)n2C | 9%[76.3 µM]
Cc1cccc(N2CCN(C(=O)Cn3c(C)c4cnn(-c5ccccc5)c(=O)c4c3C)CC2)c1C | -7%[76.3 µM]
N#C/C(=C/c1cccnc1)c1ccccc1 | -10%[76.3 µM]
COc1ccc(C(=O)Nc2nnc(C3=COCCO3)o2)cc1 | -21%[76.3 µM]
CC(=O)c1cccn1S(=O)(=O)c1ccccc1 | 2%
COC(=O)C1=C(N)OC2=C(C(=O)CC(C)(C)C2)C1c1cc2c(cc1Cl)OCO2 (stereo not given) | -12%[76.3 µM]
O=C(NC(=O)N1CCCCCC1)c1ccc(Cl)cc1 | 1%[76.3 µM]
Cc1cc2c(NCc3ccccc3)ncnc2s1 | -8%[76.3 µM]
Cc1cccc(NC(=O)C(C)C(=O)c2ccccc2)c1 (stereo not given) | 4%[76.3 µM]
COc1cc(O)ccc1-c1nc2ccc(Br)cn2c1Nc1ccccc1C | u
Cc1onc(-c2ccccc2)c1C(=O)NCc1cccc(Cl)c1 | 2%
Cc1cccn2c(Nc3ccccc3)c(-c3cccs3)nc12 | u
CC(=O)c1cccc(N2C(=NC(=O)CCc3ccccc3)SC3CS(=O)(=O)CC32)c1 (stereo not given) | -19%[76.3 µM]
O=C(Cn1c(=O)c2ccccc2n(CC(=O)Nc2ccc(F)cc2)c1=O)NCCc1ccccc1 | 4%[76.3 µM]
COc1cccc(-c2nc(SCC(=O)NC3CCCC3)c(-c3ccc(F)cc3)[nH]2)c1 | 1%[76.3 µM]
CCCCNC(=O)Oc1ccc(C(=O)N2c3ccccc3NC(=O)C2C)cc1 (stereo not given) | -3%
Cc1cc(-c2ccc(S(=O)(=O)Nc3ccc(C#N)cc3)s2)on1 | -2%[76.3 µM]
CCC(C)c1ccccc1OCC(=O)Nc1ccc(S(=O)(=O)Nc2cc(C)on2)cc1 (stereo not given) | -18%[76.3 µM]
COc1ccc(-c2noc(CNC(=O)c3ccoc3C)n2)cc1 | -8%[76.3 µM]
CCCCN(CC)CCCNC(=O)Cn1ncc2c3ccccc3n(Cc3ccc(F)cc3)c2c1=O | 13%[76.3 µM]
COc1ccc(CCNC(=O)c2cc(S(=O)(=O)N3CCCCC3)c[nH]2)cc1OC | 19%[76.3 µM]
Cc1nc2ccccc2c(=O)n1NC(=O)c1ccc(C(C)(C)C)cc1 | -4%
CC(C)C[C@@H](CO)N1CCN(Cc2cccnc2)CCC1=O | -7%[76.3 µM]
CCc1cc(=O)oc2c3c(cc(OCC(=O)NCCCC(=O)O)c12)OC(C)(C)CC3 | -2%
NC(=O)c1ccc(NC(=O)CN2CCOCC2)cc1 | -12%[76.3 µM]
COc1ccc(NC(=O)c2cccc3ccccc23)cc1 | 13%[76.3 µM]
O=C(O)c1cnn2c(-c3ccccc3)ccnc12 | -1%[76.3 µM]
O=C(O)C1CCN(C(=O)CSc2nc3cc(Cl)ccc3c(=O)n2Cc2ccccc2)CC1 | -7%[76.3 µM]
O=C(NCCc1ccccc1)c1ccc(Cl)cc1[N+](=O)[O-] | -11%
Cc1ccc(-n2nc3c(=O)n(CCCC(=O)NCc4ccc(F)cc4)nc(C)c3c2C)cc1 | -4%[76.3 µM]
O=C(O)CNC(=O)/C(=C\c1ccco1)NC(=O)c1ccco1 | 0%[76.3 µM]
Cc1ccc(-c2nnc(Nc3ccc(Cl)cc3)c3ccccc23)cc1S(=O)(=O)NCC1CCCO1 (stereo not given) | -2%[76.3 µM]
CSCCC(NS(=O)(=O)c1ccc2c(c1)Cc1cc(S(=O)(=O)NC(CCSC)C(=O)O)ccc1-2)C(=O)O (stereo not given) | -4%
Cc1ccccc1NC(=O)COc1ccc(S(=O)(=O)N2CCCC2)cc1C | -5%[76.3 µM]

Molecules listed so far containing fluorine:
SMILES | GAA glycogen
CCN1C(=O)[C@H]2[C@@H](c3ccccc3)N3C(=O)N(c4cccc(F)c4)C(=O)[C@@]3(CC(C)C)[C@H]2C1=O | -8%[76.3 µM]
Cc1ccc(-c2csc(N(CCO)CCCn3c(C(F)(F)F)nc4ccccc43)n2)cc1 | -22%[76.3 µM]
O=C(Cn1c(=O)c2ccccc2n(CC(=O)Nc2ccc(F)cc2)c1=O)NCCc1ccccc1 | 4%[76.3 µM]
COc1cccc(-c2nc(SCC(=O)NC3CCCC3)c(-c3ccc(F)cc3)[nH]2)c1 | 1%[76.3 µM]
CCCCN(CC)CCCNC(=O)Cn1ncc2c3ccccc3n(Cc3ccc(F)cc3)c2c1=O | 13%[76.3 µM]
Cc1ccc(-n2nc3c(=O)n(CCCC(=O)NCc4ccc(F)cc4)nc(C)c3c2C)cc1 | -4%[76.3 µM]

Following part
SMILES | GAA glycogen
COc1ccc(CCCc2nnc(SCC(=O)Nc3ccc(C)cc3C)o2)cc1 | -7%[76.3 µM]
COc1ccc(C(=O)NCCn2nc(C)cc2C)cc1OC1CCN(C(C)=O)CC1 | 1%[76.3 µM]
COc1ccc(OC)c(S(=O)(=O)N(C)CC(=O)N2CCOCC2)c1 | 1%[76.3 µM]
Cn1c(SCC(=O)N2CCOCC2)nnc1-c1ccco1 | 1%
Cc1ccc(NC(=O)[C@H](Cc2ccccc2)NC(=O)[C@@H]2Cc3ccccc3CN2)c(C)c1 | -7%[76.3 µM]
Cn1c(=O)c2c(nc(N3CCCC3)n2C)n(C)c1=O | 6%
Cc1ccc(C(C(=O)NCc2ccc(F)cc2)N(C(=O)c2csnn2)C2CC2)cc1 (stereo not given) | 2%
COc1ccccc1CNC(=O)CCc1c(C)c2cc3c(C)coc3cc2oc1=O | 12%[76.3 µM]
COCc1c(C(=O)N/N=C(\C)c2ccc(Cl)s2)nnn1-c1nonc1N | -2%
CSc1ncccc1C(=O)N(C)CC(=O)Nc1ccc(Cl)cc1 | 7%
O=C1c2ccccc2-c2onc3c(NCCO)cc(NC4CCCCC4)c1c23 | -2%[76.3 µM]
COc1ccc(/C=N/NC(=O)c2c(-c3ccccc3)noc2C)cc1[N+](=O)[O-] | -7%[76.3 µM]

3 entries out of the list above, sorted by the value under GAA glycogen, smallest number first:
SMILES | GAA glycogen
COCc1c(C(=O)N/N=C(\C)c2ccc(Cl)s2)nnn1-c1nonc1N | -2%
Cc1ccc(C(C(=O)NCc2ccc(F)cc2)N(C(=O)c2csnn2)C2CC2)cc1 (stereo not given) | 2%
CSc1ncccc1C(=O)N(C)CC(=O)Nc1ccc(Cl)cc1 | 7%

(further entries)
SMILES | GAA glycogen
CC1CCN(C(=O)CSc2nnc3c(n2)[nH]c2ccccc23)CC1 | 6%
COc1ccc(C(=O)N/N=C/c2ccc(OC)c(COc3ccccc3)c2)cc1 | -2%[76.3 µM]
COc1ccc(NC(=O)c2sc3nc4c(cc3c2N)CCCCCC4)cc1OC | 16%[76.3 µM]
O=C(c1cc2c(s1)-c1ccccc1OC2)N1CCN(c2ccccc2F)CC1 | 7%[76.3 µM]
Cc1ccc(NC(=O)C2=CC(c3ccc4c(c3)OCO4)=NS(=O)(=O)N2C)cc1 | 13%[76.3 µM]
Cc1nc2scc(C)n2c(=O)c1S(=O)(=O)N1CCN(c2ccccn2)CC1 | 1%
COc1ccc(NC(=O)c2cc3c(COC(C)=O)cnc(C)c3oc2=Nc2cccc(C(=O)O)c2)c(OC)c1 | 6%
COc1ccc(C)cc1Nc1nc(-c2ccccc2O)nc2ccccc12 | -6%
O=C(c1ccco1)N1CCCC(c2nc3c(nnn3Cc3ccc(F)cc3)c(=O)[nH]2)C1 (stereo not given) | -5%
O=C(CCc1ccccc1)OCCOC(=O)CCc1ccccc1 | -10%
CCOc1ccccc1NC(=O)c1c(NC(=O)c2ccncc2)sc2c1CCC(C(C)(C)C)C2 (stereo not given) | 1%[76.3 µM]
CC(=O)Nc1ccc(N(CC(=O)NCC2CCCO2)C(=O)CCC(=O)Nc2cc(C)on2)cc1 (stereo not given) | 2%
COC(=O)C1CN(C(=O)C(C)Oc2ccc(F)cc2)c2ccccc2O1 (stereo not given) | 6%
COc1cccc2cc(C(=O)C3=C(O)C(=O)N(c4cc(C)on4)C3c3cccs3)oc12 (stereo not given) | -11%[76.3 µM]
COc1cccc(CNc2nc(C(F)(F)F)nc3ccccc23)c1 | 1%
Cc1c2ccccc2cc(Cc2ccccc2)[n+]1C | -3%[76.3 µM]
O[C@@H]1CN(Cc2ccc(-n3cccn3)cc2)CC[C@H]1N1CCN(c2ccccc2F)CC1 | 19%[76.3 µM]
COc1ccc(C)cc1NC(=O)c1cc(S(=O)(=O)N2CCCC2)cn1C | 7%[76.3 µM]
CCOC(=O)c1cnc2ccc(Cl)cc2c1Nc1ccc(OCC)cc1 | -8%[76.3 µM]
O=C(CCNS(=O)(=O)c1ccccc1)N1CCCC1 | -3%[76.3 µM]
CC(=O)Nc1ccc(NC(=O)C2CCCN2C(=O)Nc2cccc(F)c2)cc1 (stereo not given) | -11%
Cc1ccccc1NS(=O)(=O)c1csc(C(N)=O)c1 | 0%
O=C(NCCCCc1ccccc1)c1nn(-c2ccccc2F)nc1CO | 1%[76.3 µM]
CCC(C)(C)NC(=O)C(c1ccccc1Cl)N(C(=O)CCC(=O)Nc1cc(C)on1)c1ccc(NC(C)=O)cc1 (stereo not given) | 14%
O=C(CN(Cc1ccc(F)cc1)C(=O)c1csnn1)NCc1ccc2c(c1)OCO2 | 9%
CCn1c(CNC(=O)C23CC4CC(CC(C4)C2)C3)nnc1SCC(=O)Nc1ccc(OC)cc1 | -1%[76.3 µM]
Cc1ccc(C(=O)Nn2c(C)nc3ccccc3c2=O)cc1C | -13%
COc1ccc(NC(=O)[C@H]2O[C@@H]3OC(C)(C)O[C@@H]3[C@H]3OC(C)(C)O[C@H]32)c(OC)c1 | 17%[76.3 µM]
O=C(NCCS(=O)(=O)N1CCN(c2ccccc2F)CC1)c1ccc(Br)cc1 | 1%[76.3 µM]
O=C(Nc1ccccc1Oc1cccnc1)C1CCCN(C/C=C/c2ccc(F)cc2)C1 (stereo not given) | -5%[76.3 µM]
CCOc1ccc2nc(Cl)c(C3CC(c4ccccc4)=NN3C(=O)CCC(=O)O)cc2c1 (stereo not given) | -1%[76.3 µM]
O=C(Nc1ccc(Cl)cc1)c1ccc2snnc2c1 | -3%[76.3 µM]
CCc1ccc(NC(=O)C(=O)NCCN2CCN(S(=O)(=O)c3ccccc3)CC2)cc1 | -11%
O=C(O)c1ccc(Nc2nc3ccc(Cl)cc3[nH]2)cc1 | -11%[76.3 µM]
COc1ccccc1N(CC(=O)NC(C)(C)C)C(=O)CCC(=O)Nc1ccccn1 | -2%[76.3 µM]
COc1ccc(CN2CCN(Cc3ccco3)CC2)cc1OC | -1%[76.3 µM]
CC1CCN(S(=O)(=O)c2ccc3c(c2)N(CC(=O)NCCN(C)C)C(=O)CO3)CC1 | -15%[76.3 µM]
Cc1cccc(N2CCN(C(=O)CCc3c(C)nc4ncnn4c3C)CC2)c1C | 1%[76.3 µM]
CC(=O)c1ccc(N2CCN(C(=O)C3CCN(S(=O)(=O)c4cccs4)CC3)CC2)cc1 | -9%
O=C(O)CN1C(=O)/C(=C\c2cc(Br)ccc2OCc2ccc(F)cc2)SC1=S | -12%

High-throughput results deposited in PubChem by National Center for Advancing Translational Sciences (NCATS).
